# procasp7 counter: counter-screen: procaspase-7 (human) activation; P55210; recombinant procaspase-7, Ac-DEVD-pNA absorbance 405 nm; D23A/D198A/D206A triple mutant, cannot self-cleave; scale: DMSO 0, 5 µM enzyme 100; activation, % at 8.5 µM; 0.093% of 330,000 active; AID 463210;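 active = percent activation above the screen-wide mean plus 3 SD, cut at about 25% in these data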
# Target sequence (P55210 whole entry D23A/D198A/D206A): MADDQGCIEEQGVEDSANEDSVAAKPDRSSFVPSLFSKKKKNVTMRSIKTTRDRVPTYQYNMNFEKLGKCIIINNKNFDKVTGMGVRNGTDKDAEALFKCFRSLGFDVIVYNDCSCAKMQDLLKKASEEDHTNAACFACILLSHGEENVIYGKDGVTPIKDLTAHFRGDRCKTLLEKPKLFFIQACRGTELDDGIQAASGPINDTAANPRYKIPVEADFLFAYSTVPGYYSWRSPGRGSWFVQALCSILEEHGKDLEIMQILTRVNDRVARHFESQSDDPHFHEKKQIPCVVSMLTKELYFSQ
#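 Assay system – Uncleavable procaspase-7 mutant enzyme · Quantity – 2 µM procaspase-7 mutant as dispensed · Times – 1 h preincubation, 2 h reaction · Dosing – single nominal 8.5 µM compound dose, 0.8% DMSO final · Buffer or medium – Zinc-free 50 mM HEPES buffer, pH 7.4, with NaCl and Triton X-100 · Detection – Epi-absorbance of released pNA at 405 nm, two timepoints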
# core dimer inh: HCV core protein dimerization inhibition; 0.33% of 300,000 active; TR-FRET GST/Flag-core106 dimerization, 1536-well; inhibition, % at 5 µM;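 active = inhibition above the mean of all tested compounds plus 3 SD, set per screening campaign, cut at about 45% in these data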
#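 assay system = GST-tagged and Flag-tagged HCV core protein residues 1-106 | controls = unlabelled core106 and no-GST-core106 wells | incubation = compound-protein-antibody incubation 4 h at 22.5 °C | probe or stimulus = Eu donor and XL665 acceptor anti-tag antibodies | read-out = % inhibition based on acceptor/donor emission ratio | signal = TR-FRET 671 and 617 nm emission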
# PP1 inh: blocks human PP1-alpha phosphatase, a PP5 counter-screen; P62136; purified PP1alpha, OMFP fluorescence; inhibition, % at 6.7 µM; 0.9% of 320,000 active; AID 2235;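 active = inhibition above the mean inhibition of all tested compounds plus 3 SD, computed separately for each screening campaign, cut at about 15% in these data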
# Target sequence (P62136 whole entry, looked up): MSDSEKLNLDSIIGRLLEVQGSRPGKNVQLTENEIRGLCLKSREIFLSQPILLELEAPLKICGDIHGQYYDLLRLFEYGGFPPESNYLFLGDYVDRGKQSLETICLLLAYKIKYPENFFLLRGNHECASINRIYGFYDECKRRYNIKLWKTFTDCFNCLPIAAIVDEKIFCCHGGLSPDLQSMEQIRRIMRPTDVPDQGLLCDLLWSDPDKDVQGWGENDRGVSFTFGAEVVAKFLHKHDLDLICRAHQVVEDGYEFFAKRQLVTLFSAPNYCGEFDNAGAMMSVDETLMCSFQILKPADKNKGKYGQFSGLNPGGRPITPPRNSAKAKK
# VLA-4 inh: inhibition in a human VLA-4 binding assay; P13612; VLA-4 expressing cells, ligand binding flow cytometry; 0.2% of 330,000 active; inhibition, % (about 7 µM as worked out from the volumes in the protocol); in the data active = inhibition above about 50%
# Fh CTSL1 inh: counter-screen for PFM18AAP inhibitors: inhibitors of F. hepatica cathepsin L1; 0.49% of 300,000 active; AID 1906; inhibition, % at 5.96 µM; recombinant F. hepatica cathepsin L1, Z-Leu-Arg-MCA fluorescence;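 active = inhibition above the mean of all tested compounds plus 3 SD, set per screening campaign, cut at about 17% in these data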;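 note: 0% = plate median of test compound wells and 100% = 1 µM Z-Phe-Ala-diazomethylketone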
# PP5 primary: inhibitors of human protein phosphatase 5 (PP5); purified PP5c, OMFP substrate fluorescence; 0.18% of 320,000 active; AID 1987; P53041; inhibition, % at 6.7 µM;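 active = inhibition above the campaign's mean inhibition across all tested compounds plus 3 SD, cut at about 9.5% in these data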;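 note: 0% = DMSO only and 100% = 100 µM cantharidin control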
# GRK2 aptamer HTS: blocks RNA aptamer binding to human GRK2; bead flow cytometry, FAM-aptamer displacement from GRK2; inhibition of aptamer binding, % at 10 µM; 0.59% of 330,000 active; AID 488847;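 active = inhibition of aptamer binding above 40%, roughly 3 SD of noise, on plates passing a quality check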;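 note: median bead fluorescence of bound FAM aptamer so fluorescent compounds give negative values; no value below 0 was filed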
# JMJD2C inh: blocks human GASC-1 demethylase activity; Q9H3R0; GST-JMJD2C(1-420) H3K9me3 demethylation, DELFIA europium; inhibition, % at 2.35 µM; 0.069% of 330,000 active;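 active = more than half of a compound's replicate wells show inhibition beyond 50%, single wells judged on their own value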;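 note: signal counts dimethyl H3K9 product captured on neutravidin plate; 0% = median of DMSO wells and 100% = 0.3 times that DMSO median; strong numbers were not always called active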
# Target sequence (Q9H3R0 1-420 limits assumed): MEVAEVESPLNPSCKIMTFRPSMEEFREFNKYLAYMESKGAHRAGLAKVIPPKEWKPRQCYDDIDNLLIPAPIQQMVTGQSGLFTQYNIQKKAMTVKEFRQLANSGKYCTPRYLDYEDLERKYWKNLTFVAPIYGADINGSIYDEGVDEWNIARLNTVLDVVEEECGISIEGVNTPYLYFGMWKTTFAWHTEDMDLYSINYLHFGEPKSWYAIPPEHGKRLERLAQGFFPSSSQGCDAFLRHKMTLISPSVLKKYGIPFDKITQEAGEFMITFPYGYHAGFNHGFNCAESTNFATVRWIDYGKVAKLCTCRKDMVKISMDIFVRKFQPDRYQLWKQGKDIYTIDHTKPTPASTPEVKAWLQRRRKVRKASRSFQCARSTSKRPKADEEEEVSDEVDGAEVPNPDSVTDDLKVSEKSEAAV
# procasp3 activ: procaspase-3 (human) activation; 0.11% of 330,000 active; activation, % at 8.5 µM; P42574; recombinant procaspase-3 D3A, Ac-DEVD-pNA absorbance 405 nm;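 active = activation above the mean of all tested compounds plus 3 SD, cut at about 21% in these data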;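 note: 0% = DMSO alone and 100% = DMSO wells spiked with extra 5 µM PC-3 D3A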
#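 Test system: Procaspase-3 D3A mutant; medium: Zinc-free HEPES/NaCl buffer with 0.01% Triton X-100 at pH 7.4; reagent: DEVD-pNA substrate; doses: one concentration, 8.5 µM nominal, 0.8% DMSO; times: 1 h preincubation plus 2 h reaction at 25 °C; signal: Epi-absorbance at 405 nm of released p-nitroaniline, 0 and 120 min; replicates: singlicate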
# * hit, by the source's call; / = no result given; & = joins results of further samples. Outcome played no part in choosing rows. About 2.6% of those tested had a hit in this group.
SMILES,procasp7 counter,core dimer inh,PP1 inh,VLA-4 inh,Fh CTSL1 inh,PP5 primary,GRK2 aptamer HTS,JMJD2C inh,procasp3 activ
N/C(=N\c1nc2ccccc2o1)NC(=O)c1ccc(Cl)cc1,3,-3,-3,-3,2,0.9,0,-14,-7
Cc1nnc2ccc(-c3ccc(NS(=O)(=O)c4ccc(F)cc4F)cc3)nn12,1,17,-5,3,0,-3.8,0,-12,3
CNC(=O)c1c(NC(=O)CS(=O)(=O)c2ccccc2)sc(C)c1C,10,-1,0,5,-4,-0.2,0,-18,3
COc1ccc(NC(=O)c2ccc(C(=O)c3cc(OC)ccc3OC)cc2)cc1,-8,5,3,5,-5,3.6,19,-11,-1
CCc1nnc(NC(=O)/C=C/c2cccs2)s1,-7,3,2,13,4,-2.0,3,-16,-1
Cc1cccc(CC(=O)NCCS(=O)(=O)N2CCN(c3cccc(Cl)c3)CC2)c1,0,2,1,8,5,2.5,2,0,2
CN(C)S(=O)(=O)c1ccc(C(=O)NCc2ccccc2)cc1,3,-3,-1,3,3,0.3,0,6,4
CCOC(=O)c1ccc(NC(=S)NCCCN2CCN(C3CCCCC3)CC2)cc1,2,-3,-3,-2,3,-1.0,0,-8,2
CN(C)c1cccc2c(S(=O)(=O)N3CCOCC3)cccc12,7,0,-1,-2,1,0.6,0,-1,1
Cc1nn(C)c(C(=O)NC(=S)Nc2ccccc2Br)c1Cl,-3,-4,-3,-9,2,1.0,0,17,-11
COc1ccc(Cl)cc1C(=O)NNC(=O)c1ccc(F)c(S(=O)(=O)N2CCOCC2)c1,6,/,/,1,/,/,0,-6,7
CC(C)(C)c1cc(NC(=O)COC(=O)C2CC2)n(-c2ccccc2)n1,-3,-9,1,-1,-4,0.1,0,4,-7
O=C(NCC12CC3CC(CC(C3)C1)C2)c1nn2c(c1Cl)NC(c1ccco1)CC2C(F)(F)F (stereo not drawn),-4,5,0,2,1,2.4,5,-7,-15
Cc1cc(=O)oc(C)c1C(=O)NCc1ccccc1,5,1,3,4,0,0.6,0,18,-4
Cc1ccccc1CS(=O)(=O)Cc1ccc(C(=O)NCc2ccco2)o1,3,-4,0,-10,0,0.6,0,5,1
COc1cccc(N2CCN(C(=O)c3ccc(CS(=O)Cc4ccccc4Cl)o3)CC2)c1 (stereo not drawn),4,1,-4,-7,2,0.2,2,0,2
Cc1cc(OC(=O)c2ccc(C(F)(F)F)cc2)c([N+](=O)[O-])c(=O)[nH]1,3,-4,1,34,3,-0.4,0,-3,10
COc1ccc(C(=O)N2CCN(Cc3ccccc3C(F)(F)F)CC2)cc1,1,2,1,15,-2,3.3,0,15,-7
O=C1CCC(C(=O)Nc2cccc(Br)c2)N1 (stereo not drawn),8,9,-1,13,-1,3.3,1,-3,1
CC(=O)Nc1ccc(NC(=O)CSc2ccc(-c3ccco3)nn2)cc1,-5,11,-2,4,2,5.0,0,-4,-9
O=C(NCc1ccccn1)c1nc(Cn2cc([N+](=O)[O-])cn2)no1,-2,-2,4,-2,-2,1.2,0,16,2
O=c1[nH]cc(C(F)(F)F)cc1NS(=O)(=O)c1ccc([N+](=O)[O-])cc1,-2,-2,10,-1,1,1.6,0,-33,1
Cc1onc(-c2ccccc2)c1-c1nnc(CN2CCN(S(=O)(=O)c3ccccc3F)CC2)o1,-11,/,-1,-7,/,3.6,0,19,2
CC(C)OCCCNC(=O)c1cccc2c1C(=O)c1ccc(Cl)cc1S2(=O)=O,11,/,-4,6,/,-0.3,1,-2,10
Cc1cc(SCC(=O)NN=C2CCN(C(C)C)CC2)c(C)cc1Br,3,-2,1,17,0,4.3,0,-6,2
# Later entries:
SMILES,procasp7 counter,core dimer inh,PP1 inh,VLA-4 inh,Fh CTSL1 inh,PP5 primary,GRK2 aptamer HTS,JMJD2C inh,procasp3 activ
CCOC(=O)C1=C(COCCN)NC(C)=C(C(=O)OC)C1c1ccccc1Cl (stereo not drawn),-4&-5&0,-2&-185&-5,5&2&1,21&10&24,3&0&2,3.9&-0.1&-1.6,1&0&0,7&-6,0&3&-5
CCN(CC)C(=O)CSC1=N/C(=C/c2ccco2)C(=O)N1c1ccc(OC)c(Cl)c1,-17,51*,6,-7,0,1.2,1,2,-5
Cc1nn(C2CCS(=O)(=O)C2)c(C)c1C=O (stereo not drawn),-4,1,-5,3,-1,3.1,11,4,3
O=C(N1CCOCC1)N1CCCN(C(=O)N2CCOCC2)CC1,5,-5,-1,1,-5,2.0,0,-3,2
Cc1ccc(N2CC(C(=O)NCc3ccc4c(c3)OCO4)CC2=O)cc1C (stereo not drawn),11,1,-5,18,-1,0.2,2,3,4
Cc1ccc(SCc2cc(=O)[nH]c(Nc3nc(C)c4ccccc4n3)n2)cc1,2,19,3,-23,-2,-1.0,0,7,3
Cc1ccc(-c2nnn(CC(=O)N(Cc3cccs3)C(C(=O)NC3CCCCC3)c3ccco3)n2)o1 (stereo not drawn),7,23,-7,-14,-2,-1.9,1,5,3
CC1CC(C)CN(C(=O)c2cc(-c3ccncc3)nc3ccccc23)C1 (stereo not drawn),4,-1,-3,-8,1,-1.8,1,-14,-1
O=C(CN1CCN(S(=O)(=O)/C=C/c2ccccc2)CC1)Nc1ccc(N2CCOCC2)cc1,-2,3,-4,6,0,0.9,1,-3,6
CC(C)c1ccc(S(=O)(=O)N2CCCCC2)cc1,-5,14,-1,0,-2,3.0,2,-1,-2
O=C(Nc1ccccc1Cl)N1CCn2c(nc3ccccc32)C1,14,0,3,15,2,3.0,0,-4,-2
CN(CC(=O)Nc1ccc(F)cc1)C(=O)c1cn(-c2ccccc2)nc1-c1cccs1,-9,/,-8,11,/,-0.2,2,/,0
CCCc1c(C(=O)N/N=C(\C)c2ccc(O)cc2)nnn1-c1nonc1N,1,-10,2,14,9,-1.7,0,-1,6
COc1ccc(/C=C/C(=O)OCC(=O)NC2CCCCCC2)cc1OC,2,/,/,-13,/,/,0,2,6
CC1CCCCC12NC(=O)N(CC(=O)NNC(=O)c1ccc(Br)cc1)C2=O (stereo not drawn),4,/,/,-2,/,/,1,4,-2
COc1ccc(CNC(=O)COC(=O)c2ccc3ncsc3c2)cc1OC,-1,/,-4,3,/,-1.7,3,-3,3
O=C(c1cc([N+](=O)[O-])ccc1Cl)N1CCN(c2ccc([N+](=O)[O-])cc2)CC1,0,-1,-4,11,3,-0.3,0,6,-1
COc1ccccc1NC(=O)CSc1nnc(CNC(=O)c2ccccc2F)o1,-5,-3,-1,-2,-1,-0.3,2,1,-2
CCOc1ccc2nc(C(C)O)[nH]c2c1 (stereo not drawn),-6,-1,-2,8,-3,-0.9,1,-9,3
NC(=O)c1ccc2c(=O)n3c(-c4cccs4)csc3nc2c1,8,7,-2,-1,4,-0.2,4,8,1
O=C(O)c1ccc(NS(=O)(=O)c2cccc(S(=O)(=O)c3ccc(Cl)c(Cl)c3)c2)cc1,3,-1,0,3,1,2.3,2,-9,3
Cc1cccc(NC(=O)CSc2nnc(C)c(=O)n2N)c1C,1,-5,-2,10,-2,2.7,0,4,7
O=C(Nc1cccc(C(F)(F)F)c1)C1CCCCC1,14,0,-2,15,1,0.3,0,56,-3
O=C(CN1CCN(Cc2ccccc2)CC1)N/N=C/C=C/c1ccccc1[N+](=O)[O-],5,1,-1,43,1,-1.8,0,5,8
COc1cc([N+](=O)[O-])ccc1NC(=O)C[n+]1ccccc1,4,-5,-2,6,2,-1.0,0,-7,0
# The results go on.
SMILES,procasp7 counter,core dimer inh,PP1 inh,VLA-4 inh,Fh CTSL1 inh,PP5 primary,GRK2 aptamer HTS,JMJD2C inh,procasp3 activ
CCOC(=O)c1[nH]cnc1C(=O)N1CCN(C(=O)OC(C)(C)C)CC1,1,/,0,23,/,-0.5,0,1,6
CCOC(=O)Cc1csc(NC(=O)c2c(C)noc2C)n1,4,-2,-3,-4,2,2.0,3,-12,7
COCCN(C(=O)CN1CCN(S(=O)(=O)c2ccc(F)cc2)CC1)c1c(N)n(Cc2ccccc2)c(=O)[nH]c1=O,-2,0,-2,19,-1,0.0,6,-27,8
CCCCCCn1c(SCC(=O)c2c(N)n(C)c(=O)n(C)c2=O)nc2ccccc21,7,4,-1,-10,2,3.1,0,2,2
CCCCSC(=S)N(C)C1CCS(=O)(=O)C1 (stereo not drawn),6,-1,0,-1,0,1.0,0,1,1
O=C(CSCc1ccccc1)Nc1cc([N+](=O)[O-])ccc1F,-12,35,0,4,-27,4.4,0,8,1
O=S(=O)(c1ccc(SCc2cccc(Cl)c2)nc1)N1CCCC1,9,/,4,14,/,1.9,1,-2,1
COc1cccc(N/C(SCc2ccccc2Cl)=C(/C#N)C(=O)NCc2cccs2)c1,-1,6,2,10,-1,3.0,0,13,-3
CCS(=O)(=O)c1nc(S(=O)(=O)c2ccc(C)cc2)c(NCCN2CCOCC2)s1,1,1,-1,17,0,0.8,0,-16,-4
OCC[C@H]1C[C@H](O)[C@@H](O)[C@]2(Cc3ccccc3CO2)O1,-1,1,0,16,-4,1.4,3,2,0
O=C(c1ccco1)N1CCCC(c2nc3c(nnn3Cc3ccccc3)c(=O)[nH]2)C1 (stereo not drawn),6,9,0,46,-1,1.3,1,-5,-6
CCOC(=O)C(CC)/C(C)=N/NC(=O)c1ccc([N+](=O)[O-])cc1 (stereo not drawn),16,-3,-1,4,0,1.2,1,9,-3
COc1ccccc1C(=O)NC(C)c1ccc(-n2ccnc2)cc1 (stereo not drawn),-7,-24,2,15,-3,2.3,0,2,0
Cc1ncc([N+](=O)[O-])n1CC(=O)Nc1cc(Cl)ccc1Cl,5,12,-5,10,1,0.3,1,-3,11
O=C(NC1CCCC1)C(c1c[nH]c2ccccc12)N(C(=O)Cn1nnc(-c2ccc(Cl)cc2)n1)c1ccccc1 (stereo not drawn),-1,18,5,3,-2,3.2,0,-6,0
CCOc1ccc(NC(=S)NC(=O)C2CCCC2)cc1,3,4,-4,9,1,1.1,4,1,6
Cc1nn(-c2ccccc2)c(C)c1/C=N/N1CCN(c2ccccn2)CC1,2,2,-3,-13,2,-1.4,0,-6,-3
COc1ccc(C(=O)Nc2ccccc2NC(=O)c2ccco2)c(OC)c1,1,-14,7,11,-2,3.5,0,-3,1
CCCCN(C)C(=O)c1nc2ccccn2c1CNC1CCC1,-9,-1,-2,8,0,2.3,0,-14,-1

# core dimer inh, what is marked active above.
structure	core dimer inh	VLA-4 inh	PP5 primary	GRK2 aptamer HTS	JMJD2C inh	procasp3 activ
CCN(CC)C(=O)CSC1=N/C(=C/c2ccco2)C(=O)N1c1ccc(OC)c(Cl)c1	51*	-7	1.2	1	2	-5

# Entries from the list above containing a tert-butyl group:
SMILES,procasp7 counter,core dimer inh,PP1 inh,VLA-4 inh,Fh CTSL1 inh,PP5 primary,GRK2 aptamer HTS,JMJD2C inh,procasp3 activ
CC(C)(C)c1cc(NC(=O)COC(=O)C2CC2)n(-c2ccccc2)n1,-3,-9,1,-1,-4,0.1,0,4,-7
CCOC(=O)c1[nH]cnc1C(=O)N1CCN(C(=O)OC(C)(C)C)CC1,1,/,0,23,/,-0.5,0,1,6
